GRK2 aptamer HTS – blocks RNA aptamer binding to human GRK2. P25098. bead flow cytometry, FAM-aptamer displacement from GRK2. inhibition of aptamer binding, % at 10 µM. 330,000 tested, 0.59% active;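 active means inhibition of aptamer binding above 40%, roughly 3 SD of noise, on plates passing a quality check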;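 further: median bead fluorescence of bound FAM aptamer so fluorescent compounds give negative values; no value below 0 was filed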
MCL1-BIM inh – MCL1-BIM-BH3 interaction inhibition (human). inhibition, % at 10.9 µM. AID 2057. GST-MCL1 / FITC-Bim-BH3 fluorescence polarization. Q07820. 320,000 tested, 0.68% active;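 active means inhibition above the mean inhibition of all tested compounds plus 3 SD, set per campaign, cut at about 40% in these data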;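 further: 0% = DMSO wells and 100% = unlabeled Bim-BH3 peptide control; higher means more loss of mP so more displacement of Bim peptide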
Bcl-xL primary – Bcl-xL (human) inhibition; AID 2129; 320,000 tested, 0.7% active; GST-Bcl-xL / FITC-Bim BH3 peptide fluorescence polarization; inhibition, % at 10.9 µM; Q07817;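 active means inhibition above the mean of all tested compounds plus 3 SD, cutoff set per campaign, cut at about 30% in these data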;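 further: 0% = DMSO wells and 100% = unlabeled Bim-BH3 peptide competitor; inhibitors lower millipolarization by displacing the labeled peptide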
Target sequence (Q07817 whole entry, looked up): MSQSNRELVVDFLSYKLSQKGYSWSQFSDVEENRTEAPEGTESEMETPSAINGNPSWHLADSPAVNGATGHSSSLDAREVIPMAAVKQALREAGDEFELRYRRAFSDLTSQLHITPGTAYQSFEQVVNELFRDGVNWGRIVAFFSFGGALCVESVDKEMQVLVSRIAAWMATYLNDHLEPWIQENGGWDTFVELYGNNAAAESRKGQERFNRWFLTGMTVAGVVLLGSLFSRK
MEX-5 binding – C. elegans MEX-5 TCR-2 RNA binding activity; 300,000 tested, 0.38% active; MEX-5/FITC-TCR2 RNA binding, fluorescence polarization; active compounds read low; AID 1832; activity score (negative = inhibition of binding), % at 10 µM;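 active means inhibition past about -25% in most replicates, and total fluorescence under double the plate's negative control median, limit read from the data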;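 further: 0% = DMSO and -100% = 5 µM competing unlabeled TCR2 RNA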
PME-1 primary – blocks human protein phosphatase methylesterase 1; inhibition, % at 5.9 µM; 320,000 tested, 0.53% active; Q9Y570; recombinant PME-1, FP-Rh probe fluorescence polarization;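 active means inhibition above the campaign mean of all compounds plus 3 SD, cut at about 26% in these data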;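 further: competitive labeling of PME-1 active site by serine hydrolase directed probe; 0% = PME-1 with DMSO and 100% = wells lacking PME-1 enzyme; inhibitors block probe labeling so polarization falls and inhibition rises; many of its hits are not listed in these tables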
Target sequence (Q9Y570 whole entry, looked up): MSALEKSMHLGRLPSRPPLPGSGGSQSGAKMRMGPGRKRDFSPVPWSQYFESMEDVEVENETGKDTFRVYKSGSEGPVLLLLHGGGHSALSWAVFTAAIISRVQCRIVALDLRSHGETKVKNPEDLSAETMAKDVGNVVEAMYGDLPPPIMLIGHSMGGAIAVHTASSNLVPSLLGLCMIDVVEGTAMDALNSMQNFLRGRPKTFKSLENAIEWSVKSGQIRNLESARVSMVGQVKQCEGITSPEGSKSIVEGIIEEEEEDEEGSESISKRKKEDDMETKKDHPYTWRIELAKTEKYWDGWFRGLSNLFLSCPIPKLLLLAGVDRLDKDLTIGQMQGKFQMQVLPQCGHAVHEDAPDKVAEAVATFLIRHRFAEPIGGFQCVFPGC
Efflux pump inh – blocks antifungal efflux pumps in multiplex yeast assay; AID 485275; S. cerevisiae Candida pump triplex, Nile Red efflux; 330,000 tested, 0.44% active; inhibition, % at 10 µM;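 active means plate passing quality check with inhibition over a set limit, or well fluorescence over plate mean plus 4 SD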;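 further: Nile Red retained in pooled yeast measured as flow cytometry median fluorescence; 0% = buffer negative control and 100% = Enniatin B positive control; higher means more Nile Red kept so more efflux inhibition; some compounds called inactive have numbers as strong as hits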
GLD-1 TGE inh – GLD-1-TGE RNA interaction inhibition (C. elegans). Q17339. purified GLD-1 + fluorescein TGE RNA, fluorescence polarization. inhibition, % at 5.96 µM. 320,000 tested, 0.44% active. AID 2280;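 active means percent inhibition above a per-plate cutoff, the plate mean of test compounds plus 3 SD, cut at about 30% in these data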;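 further: 0% = DMSO wells with GLD-1 and probe and 100% = wells lacking GLD-1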
Target sequence (Q17339 whole entry, looked up): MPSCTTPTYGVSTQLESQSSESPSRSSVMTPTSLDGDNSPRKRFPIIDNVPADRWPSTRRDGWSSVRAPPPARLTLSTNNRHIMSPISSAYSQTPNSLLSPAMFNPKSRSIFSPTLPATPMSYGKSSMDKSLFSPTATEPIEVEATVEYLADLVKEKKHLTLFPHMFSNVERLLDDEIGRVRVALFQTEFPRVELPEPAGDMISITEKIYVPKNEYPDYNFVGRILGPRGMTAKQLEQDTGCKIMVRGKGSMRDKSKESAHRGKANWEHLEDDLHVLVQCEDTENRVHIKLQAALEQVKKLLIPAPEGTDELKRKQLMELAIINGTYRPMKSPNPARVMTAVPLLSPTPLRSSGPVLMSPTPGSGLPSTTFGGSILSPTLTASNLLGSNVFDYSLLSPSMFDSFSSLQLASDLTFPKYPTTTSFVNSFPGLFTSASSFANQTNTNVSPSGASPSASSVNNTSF
Fam108B inh – counter-screen for RBBP9 inhibitors: inhibitors of mouse Fam108B; recombinant Fam108B, FP-Rh probe fluorescence polarization; inhibition, % at 9.51 µM; 300,000 tested, 0.33% active; AID 1947;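 active means inhibition above the screen mean inhibition plus 3 SD, computed separately per campaign, cut at about 18% in these data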;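 further: inhibitors lower polarization as less probe binds the enzyme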
VLA-4 inh – inhibition in a human VLA-4 binding assay; P13612; VLA-4 expressing cells, ligand binding flow cytometry; inhibition, % (about 7 µM as worked out from the volumes in the protocol); 330,000 tested, 0.2% active; AID 2557; in the data active means inhibition above about 50%
Starred values were filed as active, the others as inactive; . = no result given.

Each structure is followed by: Bcl-xL primary	GRK2 aptamer HTS	GLD-1 TGE inh	Fam108B inh	MCL1-BIM inh	VLA-4 inh	MEX-5 binding	Efflux pump inh	PME-1 primary
- CN(Cc1ccccn1)Cc1nc(Cc2ccccc2Cl)no1
    6	4	2	3	12	14	-0.1	0.2	0
- CCOCc1c(C(=O)NC2CCCCCC2)oc2ccccc12
    6	1	-7	0	9	0	2.2	-0.2	0
- CC(NCC(=O)Nc1cc(Cl)cc(Cl)c1)c1ccccc1 (stereo not given)
    1	0	-3	0	2	17	1.0	-0.3	2
- CCOC(=O)N1CCC(NS(=O)(=O)c2cc3c(cc2C)NC(=O)CO3)CC1
    4	1	7	8	3	9	0.9	0.0	3
- COc1ccc(Cl)cc1NC(=O)COC(C)=O
    0	4	-2	1	1	33	0.9	0.0	-4
- N#Cc1c(N2CCCCC2)nc(N)c2c(N)nc3c(c12)CC(c1ccccc1)O3 (stereo not given)
    8	0	5	5	2	0	2.0	0.2	6
- Cn1c(CO)cnc1SCc1ccc(Cl)cc1
    6	2	2	-6	10	-2	-1.8	-0.1	-2
- O=C(NC(=S)NNC(=O)c1ccco1)c1ccccc1
    5	3	-1	-1	5	5	-0.8	-0.1	9
- CCn1c(-c2cccc(Br)c2)n[nH]c1=S
    -17	2	0	6	-7	2	-0.8	0.0	4
- Cc1ccc(C(=O)Nc2cc(-c3ccn[nH]3)c(C)n(N)c2=O)cc1
    2	0	-1	0	1	-2	2.0	0.0	-3
- O=C(Cc1csc(Nc2nc(=S)[nH]c3ccccc23)n1)N1CCN(c2cccc(C(F)(F)F)c2)CC1
    7	1	-1	-12	4	5	-0.4	-0.4	6
- COc1ccccc1N1CCN(C(=O)c2ccc(N3CCCC3=O)cc2)CC1
    10	0	3	1	4	0	-0.2	0.0	-10
- O=C1CSC(=Nc2ccc(Cl)cc2)N1
    -1	10	2	-5	-3	4	-0.6	0.1	-3
- NS(=O)(=O)c1ccc(CCNC(=O)COC(=O)C2COc3ccccc3O2)cc1 (stereo not given)
    .	0	3	.	.	3	.	-0.2	.
- Cc1ccsc1/C=N/NC(=O)c1nnn(-c2nonc2N)c1CSc1ccccc1
    0	5	-6	-6	5	-2	-3.8	-0.2	-3
- Cc1ccc2c(c1)c1nnc(SCC(=O)NC3CC3)nc1n2C
    10	1	-5	0	6	-11	-1.3	-0.1	-3
- CCC(C(=O)NCCCN1CCN(CCCNC(=O)C(CC)c2ccccc2)CC1)c1ccccc1 (stereo not given)
    1	0	6	0	-4	-9	0.3	0.1	-2
- CSc1nc(N)cc(=O)[nH]1
    -1	3	-3	3	5	-3	-1.8	0.1	1
- O=C(NCCc1c[nH]c2ccccc12)/C(=C\c1ccco1)NC(=O)c1ccco1
    -6	3	1	3	-12	13	0.4	0.0	-3
- CC(=O)c1cc2c(cc1NC(=O)Cn1nc(-c3ccc(C)cc3)ccc1=O)OCO2
    2	1	4	1	4	0	1.5	0.1	-2
- CCOC(=O)c1c(C)nc(C)c(C(=O)OCC)c1-c1cccnc1
    2	1	1	6	-3	2	-1.3	0.0	1
- COc1ccc(F)cc1S(=O)(=O)NC1CCCCCC1
    10	1	6	-2	5	-5	2.7	-0.3	-1
- CCC(C)NC(=S)Nc1ccccc1OC (stereo not given)
    8	2	4	2	5	-5	0.5	-0.1	-2
- Cc1ccccc1-c1cc(C(=O)NCc2cccs2)nn1CC1CC(c2cccc([N+](=O)[O-])c2)=NO1 (stereo not given)
    3	0	5	-2	-5	-2	.	0.0	2
- COc1ccc(NC(=O)CN(Cc2ccccc2)S(C)(=O)=O)cc1
    5	0	0	4	3	.	-2.6	-0.2	0
- COc1cc(C)cc(C(=O)O)c1C1=C(O)c2cccc(O)c2C(=O)C1=O
    12	5	8	4	36	2	.	0.0	-3
- CCOc1ccccc1NC(=O)c1ccc(OCC)c([N+](=O)[O-])c1
    2	0	-5	1	-1	10	.	0.1	-4
- N#CC1=C(N)Oc2c(ccc3ccccc23)C1c1ccsc1 (stereo not given)
    -1	0	-5	-1	-4	5	-4.2	0.2	-4
- O=C(OCc1nnc(-c2ccc([N+](=O)[O-])cc2)o1)C1CCN(C(=O)c2ccc(F)cc2)CC1
    0	0	2	.	-2	10	.	0.1	9
- CCCCOC(=O)C1=C(N)N2C(=O)C(C)SC2=C(C(=O)OCC)C1c1ccc(O)c(OC)c1 (stereo not given)
    0	0	3	1	3	-20	5.0	0.1	4

(cont.)
Each structure is followed by: Bcl-xL primary	GRK2 aptamer HTS	GLD-1 TGE inh	Fam108B inh	MCL1-BIM inh	VLA-4 inh	MEX-5 binding	Efflux pump inh	PME-1 primary
- Cc1ccc([N+](=O)[O-])cc1N(CC(=O)NCC1CCCO1)S(C)(=O)=O (stereo not given)
    4	3	5	0	-6	22	-1.7	0.0	-4
- O=C(Nc1sc2c(c1C(=O)NC1CC1)CCCCCC2)c1ccco1
    9	4	1	-1	13	10	-1.3	0.2	-3
- NC(=NC(=O)c1ccccc1)C1=C(O)CCC1=O
    4	13	-4	4	2	0	-1.6	0.1	-1
- CC1(C)Cc2ccccc2C(NN=C2CCCC2)=N1
    3	1	2	-1	-2	14	0.2	0.0	-4
- CCOC(=O)c1ccc(NC(=O)c2c(Cl)cc(C)nc2C)cc1
    4	1	0	0	-3	7	2.2	0.0	-3
- CC(C)C[C@@H]1NC(=O)[C@H](Cc2ccccc2)N(C)C(=O)[C@H](C)NC(=O)c2ccccc2NC(=O)[C@H](Cc2ccc(O)cc2)N(C)C1=O
    0	0	4	-10	2	17	0.9	0.1	-17
- COC(=O)C1=C(C(=O)OC)[C@@H]2N(Cc3ccccc3)c3ccccc3[C@@]23C[C@@H](C(=O)OC)N(C(C)=O)C3=N1
    5	4	-3	1	8	-12	-1.0	0.1	10
- CC(C(=O)N1CCc2ccccc21)N1CCN(Cc2ccccc2)CC1 (stereo not given)
    -1	0	1	-2	1	-6	1.7	-0.7	-2
- COc1ccccc1N(Cc1cc(=O)[nH]c2ccccc12)C(C)=O
    2	1	0	3	-1	4	1.2	-0.1	0
- Cc1ccccc1NC(=O)CSc1nc2ccccc2c(=O)n1C
    .	0	.	.	.	-4	1.3	0.0	.
- Cc1ccc(C(=O)Nc2ccc3c(c2)OCO3)cc1Cl
    4	4	-2	7	-6	-1	0.5	0.0	-1
- O=C(CN1CCC2(CC1)OCCO2)c1c[nH]c2ccccc12
    -11	0	-2	2	-6	4	-0.7	0.0	2
- CC1=C(C#N)C(NC(=O)c2ccco2)(C(F)(F)F)C(=O)N1 (stereo not given)
    -2	0	-1	-1	-1	-14	-2.6	0.0	-1
- COCCCNc1nc2c(-c3cccc(C)c3)nnn2c2ccc(Cl)cc12
    -4	0	7	-3	-9	23	0.3	0.4	2
- CC1=CC(C)C(C(=O)O)C(C(=O)Nc2cccnc2)C1 (stereo not given)
    2	3	5	0	4	12	0.8	-0.2	3
- CCOC(=O)c1ccccc1NC(=O)CN(c1ccccc1OC)S(C)(=O)=O
    1	0	-3	4	2	4	-3.5	0.0	-1
- CCOc1ccc(S(=O)(=O)N(CC(=O)Nc2cc(C)on2)Cc2ccccc2Cl)cc1
    7	2	1	-1	1	-13	-2.0	0.0	0
- COc1ccc(S(=O)(=O)N2CCCCC2)cc1NC(=O)CCCOc1ccc(C)cc1
    2	7	-4	.	-5	14	.	0.0	3
- Cc1ccc(Cn2c(SCC(=O)N(C)C3CCS(=O)(=O)C3)nc3ccccc3c2=O)cc1 (stereo not given)
    0	0	0	0	2	1	-0.7	0.1	2
- NC(=O)c1ccccc1NC(=O)CC12CC3CC(CC(Br)(C3)C1)C2
    5	4	5	-2	4	11	-1.9	-0.2	-4
- OCC1(CCc2ccccc2)CCN(Cc2c(F)ccc(F)c2F)CC1
    6	0	-3	2	10	-4	-0.1	-0.1	-3
- COc1ccc(S(=O)(=O)N2CCN(c3ccc(F)cc3)CC2)cc1C(=O)N1CCOCC1
    3	1	5	2	4	-4	-2.5	-0.1	4
- Cc1ccc(NC(=O)Nc2c(C)[nH]c(=O)[nH]c2=O)cc1Cl
    3	0	-8	1	3	0	0.5	0.0	-8
- O=C1C=C(NNC(=O)c2cccnc2)CC(c2ccco2)C1 (stereo not given)
    49*	0	120*	-4	54*	-1	-15	-0.2	-3
- CC(O)CNc1nc2ccccc2n1-c1ncnc2sc3c(c12)CCC3 (stereo not given)
    2	0	2	1	1	11	2.3	0.0	13
- CC(=O)Nc1ccc(C(=O)N/C(=C\c2ccccc2)C(=O)Nc2cccc(C(=O)O)c2)cc1
    3	3	4	5	-1	4	-2.4	-0.2	5
- CCCCCc1nc2c(c3c1CCCC3)CCCC2
    1	0	-12	4	0	5	-0.1	0.2	-2
- COCCn1c(CN(Cc2ccccc2)Cc2ccccc2)nc2c1c(=O)n(C)c(=O)n2C
    4	1	0	2	2	-8	0.2	0.2	-2
- CSCC[C@H](NC(=O)N1CCn2c1nc1ccccc12)C(=O)NC1CC1
    4	3	6	-4	5	11	0.2	0.0	-6
- Cc1ccccc1NC(=O)/C(C#N)=C\c1ccsc1
    -2	0	-2	6	1	-8	0.8	-0.1	-1

Following part.
Each structure is followed by: Bcl-xL primary	GRK2 aptamer HTS	GLD-1 TGE inh	Fam108B inh	MCL1-BIM inh	VLA-4 inh	MEX-5 binding	Efflux pump inh	PME-1 primary
- CCN(C(=O)c1cc2c(s1)-c1ccccc1S(=O)(=O)C2)c1cc(OC)ccc1OC
    1	0	-1	1	3	-1	-0.8	0.1	7
- CC(C)NS(=O)(=O)c1ccc(OCC(=O)Nc2cccc3ccccc23)cc1
    0	0	0	0	-4	11	-0.3	0.0	-2
- O=C(Cn1cnc2c(nnn2-c2ccccc2)c1=O)NCc1ccco1
    3	4	1	4	3	14	1.9	-0.1	1
- CC(C)(C)c1nc2cc(Cl)c([N+](=O)[O-])cc2o1
    -1	2	4	2	-10	1	1.0	-0.1	2
- COc1ccc(C2=NOC(C(=O)NCc3ccco3)C2)cc1 (stereo not given)
    5	0	5	-2	5	-2	-0.5	-0.1	2
- Cc1ncc([N+](=O)[O-])n1Cc1ccccc1F
    4	0	-7	0	2	11	2.9	-0.1	5
- COc1ccc(CN2CCN(C(=O)C3CCN(C(=O)Nc4ccccc4)CC3)CC2)cc1OC
    .	0	2	.	.	-17	.	-0.4	.
- CCN(CCO)C(=O)CC(c1ccccc1)c1cc(Br)ccc1O (stereo not given)
    7	0	-1	-6	3	20	-1.4	0.1	2
- O=P(CO)(Cc1ccccc1)Cc1ccccc1
    8	13	8	5	6	2	-3.2	0.0	-3
- COc1ccc(NC(=O)C2CCN(C(=O)[C@@H]3Cc4ccccc4CN3C(=O)OC(C)(C)C)CC2)cc1
    4	0	-12	0	-6	4	-1.9	-0.2	-3
- CSc1cccc(NC(=O)c2nnn(Cc3ccccc3)c2N)c1
    0	1	11	-2	6	-5	-4.0	0.0	-6
- CC[C@H](C)[C@@H](NC(=O)O[C@@H]1C(=O)c2cc(Br)ccc2O[C@H]1c1cccc(OC)c1)C(=O)OC
    5	3	6	-6	-1	-9	.	0.0	-7
- COC(=O)[C@]1(C)N[C@H](c2ccc(SC3CCCCC3)c(OC)c2)[C@@H]2C(=O)N(C)C(=O)[C@@H]21
    6	.	4	-1	-1	.	0.0	.	-2
- CCOCCCNCc1cc(Br)ccc1OCC
    -2	0	1	-4	-5	24	3.3	0.6	-4
- O=C(Nc1ccccc1)C1(c2ccccc2)CC1(Cl)Cl (stereo not given)
    2	12	6	-1	2	-10	1.2	0.2	1
- Cc1ccc(C)c(N2CCN(C(=O)Cn3ncn4cccc4c3=O)CC2)c1
    -6	0	-3	-6	-1	15	2.4	0.4	-7

An excerpt (hit frequency here may not be typical).
